Source: PubChem
FAS TE block: inhibitors of human fatty acid synthase thioesterase domain; P49327; recombinant FAS-TE, OMFH fluorogenic substrate, fluorescence endpoint; inhibition, % at 15 µM; 360,000 tested, 0.67% active;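 active = compounds whose normalised, plate-corrected inhibition of enzyme fluorescence in the single-dose primary screen is 50% or more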;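 note: 0% = DMSO with enzyme and 100% = substrate without enzyme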
Tb MetRS inh: Trypanosoma brucei MetRS inhibition. inhibition, % at 11.9 µM. 360,000 tested, 0.4% active. AID 624268. purified T. brucei MetRS, ATP depletion, Kinase-Glo luminescence;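 active = inhibition above a per-plate cutoff of the control wells' mean inhibition plus 3 SD, cut at about 5.5% in these data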;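 note: 0% = DMSO wells median and 100% = median of wells with control inhibitor compound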
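Dosing: 11.9 µM compound single dose, 0.9% DMSO; Assay system: purified T. brucei MetRS enzyme; Measured by: Kinase-Glo luciferase luminescence reporting remaining unconsumed ATP; Schedule: 15 min plus 2 h at 25 °C.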
Neddyl block: inhibitors of human cullin neddylation; TR-FRET cullin neddylation, biochemical; calls only at 25 µM; 360,000 tested, 0.58% active; in the data active = inhibition above about 36%
MsrA act: activates bovine MsrA enzyme | purified bovine MsrA, absorbance read-out | activation, % at 10.6 µM | 360,000 tested, 0.3% active | AID 602163; in the data active = activation above about 7.5%;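 note: 0% = vehicle and 100% = reference activator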
E coli Lon inh: E. coli protease La inhibition; P0A9M0; 360,000 tested, 0.42% active; AID 602123; purified E. coli Lon protease, fluorescence polarization; inhibition, % at 7.94 µM; in the data active = inhibition above about 13%, passing the limit was not always enough;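 note: 0% = enzyme with probe and DMSO and 100% = no enzyme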
MsrA inhibitor: bovine MsrA inhibition; purified bovine MsrA, absorbance read-out; inhibition, % at 15.5 µM; 360,000 tested, 0.75% active; AID 651718; in the data active = inhibition above about 4.5%;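 note: 0% = vehicle wells with enzyme and 100% = reference inhibitor wells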
PABP1 MLLE inh: inhibitors of microRNA-mediated deadenylation, human PABP1 MLLE binding; P11940; GST-MLLE / FITC-PAM2 fluorescence polarization; inhibition, % at 20 µM; 360,000 tested, 0.36% active; AID 588489; in the data active = inhibition above about 35%, passing the limit was not always enough;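 note: plate controls were DMSO wells with GST-MLLE for no effect and wells lacking GST-MLLE protein for full effect; some results filed as inactive read as strong as hits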
Target sequence (P11940 whole entry, looked up): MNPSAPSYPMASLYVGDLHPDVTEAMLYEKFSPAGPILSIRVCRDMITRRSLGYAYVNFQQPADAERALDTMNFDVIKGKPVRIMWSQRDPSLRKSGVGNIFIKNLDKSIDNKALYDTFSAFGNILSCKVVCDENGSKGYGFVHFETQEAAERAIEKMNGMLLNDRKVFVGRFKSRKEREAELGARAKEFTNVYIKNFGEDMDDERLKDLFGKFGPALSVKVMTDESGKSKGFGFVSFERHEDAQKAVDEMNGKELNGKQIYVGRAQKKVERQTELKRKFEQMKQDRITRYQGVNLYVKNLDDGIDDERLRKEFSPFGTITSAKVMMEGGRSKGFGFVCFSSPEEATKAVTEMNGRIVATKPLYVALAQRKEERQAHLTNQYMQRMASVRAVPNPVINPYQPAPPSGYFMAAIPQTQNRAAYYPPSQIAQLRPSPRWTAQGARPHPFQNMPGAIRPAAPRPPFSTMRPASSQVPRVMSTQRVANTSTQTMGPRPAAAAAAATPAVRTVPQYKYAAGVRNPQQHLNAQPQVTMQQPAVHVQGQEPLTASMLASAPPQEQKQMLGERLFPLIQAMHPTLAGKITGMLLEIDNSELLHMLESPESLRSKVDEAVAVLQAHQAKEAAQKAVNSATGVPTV
Rin1-Abl PPI inh: inhibitors of human Rin1-Abl protein interaction | TR-FRET Rin1/Abl binding, biochemical | inhibition, % at 7.35 µM | 360,000 tested, 0.4% active; in the data active = inhibition above about 5%, passing the limit was not always enough
CSN inh: CSN deneddylation inhibition; Purified CSN, SCF-Nedd8-OG deneddylation, fluorescence polarization; inhibition, % at 12.5 µM; 360,000 tested, 0.38% active; AID 651999;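 active = pattern-corrected inhibition above about 35%, with an unprinted fluorescence ratio check between 0.5 and 1.5, limit read from the data, passing the limit was not always enough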;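 note: 0% = enzyme with substrate and 100% = substrate without enzyme; some results filed as inactive read as strong as hits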
Target sequence (Q92905 whole entry, looked up, one chain of several): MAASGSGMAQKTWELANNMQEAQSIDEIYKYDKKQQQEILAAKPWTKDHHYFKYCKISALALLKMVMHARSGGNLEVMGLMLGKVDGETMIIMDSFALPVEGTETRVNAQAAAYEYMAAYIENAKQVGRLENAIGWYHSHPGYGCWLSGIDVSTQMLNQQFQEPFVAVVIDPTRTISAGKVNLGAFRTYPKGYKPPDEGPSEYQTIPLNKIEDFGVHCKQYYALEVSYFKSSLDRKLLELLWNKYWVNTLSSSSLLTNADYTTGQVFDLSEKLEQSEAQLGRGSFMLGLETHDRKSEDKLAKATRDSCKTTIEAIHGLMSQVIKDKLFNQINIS
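Assay system: HEK293T-derived human Csn5 enzyme; quantity: 0.24 nM enzyme; medium: Tris/NaCl/DTT buffer, pH 7.5; also added: substrate SCFSkp2-Nedd8OG, 10 nM; doses: 12.5 µM compound; schedule: 90 min reaction at room temperature; signal: FP; read-out: % inhibition of substrate cleavage by Csn5; benchmarks: substrate-only high control, full reaction low control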
* marks the source's active call; other numbers are inactive results; i = inactive; / = no result given. Random draw from the library; overall some 4% were active at least once.

SMILES	FAS TE block	Tb MetRS inh	Neddyl block	MsrA act	E coli Lon inh	MsrA inhibitor	PABP1 MLLE inh	Rin1-Abl PPI inh	CSN inh
Cc1n[nH]c(=O)c2c(NC(=O)CSc3cc(Cl)ccc3Cl)oc(C)c12	1	-0.4	i	-3	3	-0.2	9	-1	3
O=C(NCCCn1ccnc1)c1ccc(C(F)(F)F)cc1	-4	-0.5	i	-3	2	-0.4	-7	-3	1
COc1cc(/C=C/C(=O)O)cc(S(=O)(=O)Nc2cccc(SC)c2)c1OC	-1	0.2	i	-4	-7	-0.6	-2	2	-14
CN1CCc2c(sc3nc(SCC(=O)NCc4ccco4)n(-c4ccccc4)c(=O)c23)C1	-11	0.0	i	-3	-48	6.4*	-83	0	17
CCC(C)c1ccc(C(CC)NC(=O)C2CCCO2)cc1 (stereo not drawn)	3	-0.6	i	-3	0	-0.6	2	3	-1
Cc1ccc(C2CC(C(F)F)n3ncc(C(=O)Nc4c(C)nn(Cc5c(F)cccc5Cl)c4C)c3N2)cc1 (stereo not drawn)	31	-0.2	i	1	2	0.8	-16	2	2
CC(C)CCNC(=O)COC(=O)/C=C/c1ccc2ccccc2n1	-2	-0.2	i	-3	-7	1.7	-17	-5	-6
O=C(O)Cc1sc(NCCc2ccccc2)nc1-c1ccc(F)cc1	8	-0.2	i	-2	-21	2.4	-93	3	32
CC(C)CC(=O)c1c[nH]c(C(=O)O)c1	-4	-0.2	i	-3	-2	1.0	6	-1	-4
CC(C)(C)n1ncc2c(=O)n(CC(=O)OCc3ccccc3)cnc21	4	-0.9	i	-6	-8	0.8	8	3	3
Cc1nc(Nc2ccccc2C(F)(F)F)sc1C(=O)N(C)C	3	0.5	i	-5	-2	0.6	26	4	4
COc1ccc(OC)c(NC(=O)COC(=O)C2CCCCC2)c1	10	-0.1	i	-2	2	0.9	-3	-1	3
O=C(CC1C(=O)N(c2ccccc2)C(=S)N1c1ccccc1)c1ccc(Br)cc1 (stereo not drawn)	45	-0.9	i	-9	-12	0.9	7	2	8
CN(CC(=O)Nc1ccc(Cl)cc1)C(=O)C1CCCC1	-1	0.2	i	-6	0	-0.2	1	3	0
Cc1oc(-c2ccc3c(c2)OCCO3)cc1C(=O)NC(CCC(=O)O)C(=O)O (stereo not drawn)	-8	0.1	i	-2	-1	-1.0	21	0	2
COc1ccc(CN(C)C[C@H]2Oc3c(NC(=O)Nc4ccccc4)cccc3C(=O)N([C@H](C)CO)C[C@@H]2C)cc1	18	-0.2	i	5	0	0.2	16	6	2
CC(C)c1nc(SCC(=O)Nc2nc3c(s2)CCCC3)c2ccccc2n1	5	-1.9	i	-11	-5	1.2	22	-12	-2
NNC(=O)c1ccc(N2CCCCCC2)c([N+](=O)[O-])c1	-5	-0.7	i	-4	3	-0.1	-4	-5	-7
COc1ccc(CN(C)C2CCCCC2)c(C)c1C	-5	0.1	i	-4	-6	0.1	3	1	-2
C[N+]1(CC(=O)Nc2ccc(F)cc2)CCN(C(=O)c2ccco2)CC1	-13	-0.4	i	-12	-2	0.9	-93	-1	1
CC(Cc1ccccc1)C(=O)Nc1ccccc1 (stereo not drawn)	-4	-0.2	i	-6	-7	0.0	-8	0	-5
O=C(N/C(=C/c1ccc(F)cc1)C(=O)N1CCOCC1)c1ccco1	0	-0.2	i	2	-5	0.0	5	-4	-5
COc1ccc2sc(-c3ccc(N(C)C)cc3)c(C#CCCO)c2c1	18	-0.1	/	-6	5	0.6	2	0	0
COc1cccc(NC(=O)NC2(C(F)(F)F)Oc3ccccc3O2)c1	14	-0.7	i	-14	-13	-0.8	6	4	3
O=C(CCNS(=O)(=O)c1ccc2nsnc2c1)N1CCN(c2ccncc2)CC1	-8	-0.3	i	-1	-1	0.0	-2	-3	-5

Some entries already given, limited to E coli Lon inh.
mol	E coli Lon inh
C[N+]1(CC(=O)Nc2ccc(F)cc2)CCN(C(=O)c2ccco2)CC1	-2
COc1ccc2sc(-c3ccc(N(C)C)cc3)c(C#CCCO)c2c1	5

The main list resumes, starting 4 compounds before the break.
SMILES	FAS TE block	Tb MetRS inh	Neddyl block	MsrA act	E coli Lon inh	MsrA inhibitor	PABP1 MLLE inh	Rin1-Abl PPI inh	CSN inh
O=C(N/C(=C/c1ccc(F)cc1)C(=O)N1CCOCC1)c1ccco1	0	-0.2	i	2	-5	0.0	5	-4	-5
COc1ccc2sc(-c3ccc(N(C)C)cc3)c(C#CCCO)c2c1	18	-0.1	/	-6	5	0.6	2	0	0
COc1cccc(NC(=O)NC2(C(F)(F)F)Oc3ccccc3O2)c1	14	-0.7	i	-14	-13	-0.8	6	4	3
O=C(CCNS(=O)(=O)c1ccc2nsnc2c1)N1CCN(c2ccncc2)CC1	-8	-0.3	i	-1	-1	0.0	-2	-3	-5
NC(=O)COC(=O)[C@H](Cc1c[nH]c2ccccc12)NC(=O)c1ccc(F)cc1	5	0.8	i	-1	9	-1.1	3	-1	-3
CCn1c(CSc2nc(C)cs2)nc2cc(S(=O)(=O)N(C)C)ccc21	-4	-0.5	i	-7	3	0.4	16	0	1
Cc1ccccc1N=C1Nc2ccccc2CS1	-1	-0.3	i	0	0	1.2	6	-1	2
Cc1ccccc1S(=O)(=O)N1C[C@@H]2C(C(=O)C[C@@H]3C(=O)N(C)C(=O)[C@@H]32)[C@@H]1c1ccc(Cl)cc1 (stereo partly drawn)	/	-0.1	i	/	/	1.1	/	/	-2
Cn1c(=O)n(Cc2ccccc2F)c2ccccc21	-2	0.2	i	0	-2	1.4	-8	4	-4
Cc1cc(NC(=O)CSc2nc3ccsc3c(=O)n2NC(=O)c2ccccc2)no1	-3	-0.5	i	-4	9	0.8	2	-3	2
O=S(=O)(NCc1ccccc1)c1cnc[nH]1	-10	-0.9	i	-4	-6	-1.0	-1	-1	-2
O=C(Nc1nccs1)c1nc(-c2ccccc2)n(-c2ccccc2)n1	2	-0.9	i	3	-3	0.0	2	2	-1
CC(=O)N1c2c(cc(Br)cc2S(=O)(=O)N2CCN(C(=O)c3ccco3)CC2)CC1C (stereo not drawn)	-3	0.1	i	-2	1	-1.2	8	0	1
O=C(N/N=C/c1cc(Br)ccc1O)c1ccncc1	22	0.2	i	-3	-19	-0.3	-31	-4	9
Clc1ccc(Sc2oc(/C=N/n3cnnc3)cc2Br)cc1	22	0.3	i	-2	-3	0.1	-119	-2	8
C=CCn1c(SCc2c(Cl)cccc2Cl)nnc1-c1cccnc1	-4	-0.7	i	-3	7	-0.2	-24	-3	1
O=C(Cc1cc2ccccc2o1)NCc1ccc(F)cc1	2	0.9	i	-1	-6	0.5	15	-3	6
CN1C(=O)C2(OCCCO2)c2cc(Cl)ccc21	-1	0.0	i	-2	0	-0.8	0	1	6
O=c1[nH]c2c(c(=O)[nH]1)CCC2	-5	-0.4	i	-3	3	0.0	5	-5	-5
Cc1cccc(NC(=O)c2n[nH]c([N+](=O)[O-])c2Br)c1C	-3	-0.1	i	-5	6	0.6	-10	-2	2
CCN(CC)c1ccc(/C=C(\C#N)C(N)=S)cc1	-13	3.3	i	-5	-224	-0.5	-78	-15	-76
COc1ccc(CCNS(=O)(=O)c2cn(C)nc2C)cc1OC	-7	-1.0	i	-10	-3	0.3	-4	-2	2
CC(=O)c1ccc(S(=O)(=O)Nc2cccc(S(=O)(=O)NC3=NCCC3)c2)cc1	-11	-0.8	i	-12	-10	-0.3	27	3	0
Cc1noc(C)c1CSc1ccccc1C(=O)N1CCN(c2ccccc2)CC1	12	-0.5	i	-2	-2	-1.5	20	-6	0
COCCNC(=O)c1sc2ncn(CC(=O)Nc3ccc(C)c(Cl)c3)c(=O)c2c1C	5	-0.5	i	-12	-3	0.8	2	0	-1
COC(=O)c1ccc(Cn2nc(-c3cc(C)ccc3C)ccc2=O)cc1	10	-0.1	i	1	-1	0.0	1	-2	1
CSCCC(C(=O)OCC(=O)c1ccc(C)c(C)c1)N1C(=O)c2cc(Cl)c(Cl)cc2C1=O (stereo not drawn)	12	-1.0	i	-10	4	0.5	-9	1	-1
CC(C)(C)OC(=O)N1CCC(c2cc(=O)n3[nH]cc(C(=O)NC4CCCC4)c3n2)CC1	7	-0.9	i	-11	0	-1.4	5	2	-1
COc1ccc(-c2noc(CN3CCCCC3c3nccn3C)n2)cc1 (stereo not drawn)	-6	-0.2	i	-2	4	0.8	8	0	1
(list continues)
SMILES	FAS TE block	Tb MetRS inh	Neddyl block	MsrA act	E coli Lon inh	MsrA inhibitor	PABP1 MLLE inh	Rin1-Abl PPI inh	CSN inh
CC(=O)N1CCN(C(c2ccccc2)c2ccccc2)CC1	-3	0.3	i	0	-22	0.5	4	1	0
O=C(CC1CC2CCC1C2)NCCc1ccc(Cl)cc1 (stereo not drawn)	10	0.6	i	-1	-7	-2.1	10	3	3
CCCCN(C(=O)c1ccc(N2CCCC2=O)cc1)c1c(N)n(CCC)c(=O)[nH]c1=O	-6	-0.3	i	-2	-3	0.3	-5	3	-2
Cc1onc(-c2ccccc2Cl)c1C(=O)N1CCN(c2ccc(F)cc2)CC1	6	0.2	i	-2	-3	0.7	0	2	1
COc1ccccc1CNC(=O)C1CCCCN1S(=O)(=O)c1ccccc1 (stereo not drawn)	0	-1.2	i	-12	-1	-0.2	-5	-1	0
CC1CN(C(=O)/C=C/c2ccc([N+](=O)[O-])s2)CC(C)O1 (stereo not drawn)	-7	-0.2	i	-3	2	0.2	-9	-3	0
O=C(O)c1ccc(Nc2ccc3nonc3c2[N+](=O)[O-])cc1	-6	0.1	i	-2	0	0.7	-1	-4	-3
COc1ccc(-c2nc(CS(=O)CC(=O)NCCCN3CCCC(C)C3)c(C)o2)cc1OC (stereo not drawn)	-6	0.1	i	-1	-8	0.9	16	0	-1
COc1cc(C(=O)OCCN2CCOCC2)ccc1O	-6	0.0	i	3	-1	-1.2	-19	0	-2
CC1(C(=O)NS(=O)(=O)c2ccc(Br)cc2)CCN1C(=O)Cc1cccs1 (stereo not drawn)	-9	-0.3	i	-3	3	0.1	-1	2	-6
Cc1ccc(S(=O)(=O)N2CCC(C(=O)N[C@@H](C)C(=O)NCC3CCCO3)CC2)cc1 (stereo partly drawn)	-8	-0.8	i	-3	9	1.5	-8	3	-4
CC(=O)N1CCN(c2ccccc2NC(=S)NC(=O)c2cc3ccccc3o2)CC1	15	0.1	i	-3	-7	1.7	36	1	4
Cn1c(NCc2cccnc2)nc2cc(-c3ccc(C(=O)N4CCOCC4)cc3)sc2c1=O	-3	-0.3	i	-12	-6	1.1	6	-10	3
COC(=O)C(C#N)C(=C1C(=O)CC(C)(C)CC1=O)c1ccc(O)cc1 (stereo not drawn)	-8	-0.5	i	0	1	-0.8	-15	2	4
CCc1ccc(/C=C2\SC(=S)N(CCCC(=O)N3CCCC3)C2=O)cc1	22	0.8	i	-1	9	1.5	-5	3	-3
COc1ccc(CCn2cnc(=O)c(C#N)c2C)cc1OC	-2	-0.6	i	-3	8	1.7	3	0	-4
CN(C)S(=O)(=O)N(CC(=O)N(Cc1ccccc1)Cc1ccccc1)c1ccccc1	23	-0.4	i	0	-6	1.0	-3	3	6
C(#CC12CC3CC(CC(C3)C1)C2)CN1CCOCC1	4	-0.7	i	-3	0	1.5	3	3	-4
O=C(NCc1n[nH]c(=S)n1-c1ccc(Br)cc1)c1cccs1	-4	0.1	i	0	-6	0.8	-3	-1	-14
O=c1[nH]nc(Cc2ccccc2)c2ccccc12	-7	0.4	i	-1	-5	-0.7	3	-1	1
